# Screens (PubChem)
# FBPA Giardia inh: qHTS Assay for Inhibitors of Fructose-1,6-bisphosphate Aldolase from Giardia Lamblia. 290,000 compounds, 0.71% hits. Potency, µM (highest dose often 59.6 µM), without a hit: at the highest dose activity, negative = inhibition, most hits filed as inhibitors. A8B2U2. purified Giardia FBPA. AID 2451, 2010; active means well fitted inhibition curve with a large enough effect; further: nearly all actives have a fitted effect of over 55% in size
# Target sequence (A8B2U2 whole entry, looked up): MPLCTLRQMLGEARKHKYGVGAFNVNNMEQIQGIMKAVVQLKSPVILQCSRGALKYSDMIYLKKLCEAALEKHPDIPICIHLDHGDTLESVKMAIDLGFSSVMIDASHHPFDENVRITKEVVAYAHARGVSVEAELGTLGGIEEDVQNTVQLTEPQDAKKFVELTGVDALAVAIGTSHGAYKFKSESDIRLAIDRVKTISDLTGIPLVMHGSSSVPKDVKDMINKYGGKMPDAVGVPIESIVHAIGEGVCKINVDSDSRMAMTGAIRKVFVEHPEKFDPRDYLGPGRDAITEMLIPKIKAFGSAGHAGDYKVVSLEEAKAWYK
#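 Giardia FBPA (40 nM reagent) was preincubated 10 min at RT with compound (up to 57.5 uM final), then substrate plus GAPDH/TPI/NAD/arsenate coupling system with diaphorase/resazurin was added; resorufin fluorescence (525/598 nm) was read after 20 min.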
# An asterisk follows results filed as active; & = joins results of further samples; ! = not active in a repeat; [ ] = another dose, or the depositor's remark. On the % scale 0 is the no-effect control and ±100 the full control effect; potency means the concentration at half of the fitted maximal effect.
SMILES,FBPA Giardia inh
COc1cc2c3cc1Oc1c(OC)c(OC)cc4c1[C@@H](Cc1ccc(OC(=O)c5ccc([N+](=O)[O-])cc5)c(c1)Oc1ccc(cc1)C[C@@H]3N(C)CC2)N(C)CC4,-13%&-10%
COC(=O)Nc1ccc(Cl)c(Cl)c1,-8%
CCCCC/C=C\C\C=C/C=C/C=C/[C@@H](SCC(NC(=O)CCC(N)C(=O)O)C(=O)NCC(=O)O)[C@@H](O)CCCC(=O)O (stereo partly drawn),-2%
CCNc1ncc2nc(-c3cc(F)cc(F)c3)c(=O)n(C)c2n1,1%
Cc1noc(C)c1C(=O)N1CCC2(CC1)CN(Cc1cc(C(F)(F)F)cc(C(F)(F)F)c1)C2,1%
COC(=O)C/C=C/[C@@H](C)[C@H](NC(=O)OCC(Cl)(Cl)Cl)c1ccccc1,1%
Cc1cnc(CNc2nc(-c3ccc(C(=O)N(C)C)cc3)nc3ccccc23)cn1,-27%
COc1cccc(Cn2c(=O)cnc3cnc(Nc4cccc(OC)c4)nc32)c1,-4%
CCCN(CCC)CCc1ccc(O)c(O)c1,-16%
CC(=O)C1CCC2C3CCC4=CC(=O)CC[C@@]4(C)C3CC[C@]12C (stereo partly drawn),10%
Cc1noc(C)c1-c1nc(NC2CC2)c2ccccc2n1,1%
CN(C(=O)COc1nc2ccccc2s1)c1ccccc1,-2%
COc1cccc(Cn2c(=O)c(C)nc3cnc(Oc4cccc(Cl)c4)nc32)c1,-6%
COc1ccc(-c2ccc(OC)c(C3C4C=CCC(C)C4C(=O)N3Cc3ccccc3)c2)cc1C (stereo not drawn),-5%
O=C1CCc2cccc3c2N1CC3,9%
N#Cc1cccc(NC(=O)N2CCC3(CC2)CCN(C(=O)c2cccc(F)c2)CC3)c1,10%
COc1ccc(-c2nc3cnc(N4CCN(C)CC4)nc3n(Cc3cccc(OC)c3)c2=O)cc1,-7%
CCOc1ccc(/C=C/C(=O)c2cccs2)cc1,0%
Cn1cccc1C(=O)N1CCC2(CCCN(c3ccc(-c4ccccc4)cc3)C2)CC1,-8%
COC(=O)[C@@H]1C[C@@]2(O)[C@H](O)[C@H](O)[C@H](O)C[C@H]2N1Cc1c(F)cccc1Cl,-6%
Cc1onc(-c2c(F)cccc2Cl)c1C(=O)N[C@H]1C(=O)N2[C@H]1SC(C)(C)[C@H]2C(=O)O,-4%[21.7 µM]
CC(C)OC(C)C,7%
Cn1cccc1C(=O)N1CCC2(CC1)CN(c1cccc(-c3ccccc3)c1)C2,-2%
Clc1cccc(C=NC=Nc2cccc(Cl)c2)c1,5%
CC(C)C[C@@H](CC(=O)N[C@@H](CCC(=O)O)CC(=O)O)NC(=O)[C@@H]1CNCC[C@H]1NC(=O)C[C@@H](NC(=O)C[C@H](CO)NC(=O)[C@@H]1CNCC[C@H]1N)C(C)C,-26%

# 7 records picked at random from the list so far:
SMILES,FBPA Giardia inh
COC(=O)Nc1ccc(Cl)c(Cl)c1,-8%
CCCN(CCC)CCc1ccc(O)c(O)c1,-16%
COC(=O)[C@@H]1C[C@@]2(O)[C@H](O)[C@H](O)[C@H](O)C[C@H]2N1Cc1c(F)cccc1Cl,-6%
CN(C(=O)COc1nc2ccccc2s1)c1ccccc1,-2%
CCNc1ncc2nc(-c3cc(F)cc(F)c3)c(=O)n(C)c2n1,1%
CC(C)OC(C)C,7%
CC(C)C[C@@H](CC(=O)N[C@@H](CCC(=O)O)CC(=O)O)NC(=O)[C@@H]1CNCC[C@H]1NC(=O)C[C@@H](NC(=O)C[C@H](CO)NC(=O)[C@@H]1CNCC[C@H]1N)C(C)C,-26%

# More entries follow:
SMILES,FBPA Giardia inh
NC1(C(=O)O)CC(C(=O)O)C1 (stereo not drawn),5.6µM*!
N[C@@H](Cc1cnc[nH]1)C(=O)O,2%
Cc1nc2cnc(Oc3cccc(Cl)c3)nc2n(CCc2ccccc2)c1=O,-1%
CC(=O)OC1CC2C(C)(C)C(O)C=C[C@@]2(C)C2CC[C@]3(C)C(=CC(=O)OC3c3ccoc3)[C@]12C (stereo partly drawn),-1%
Oc1ccc(Cn2cc[nH]c2=S)cc1,-2%
Cc1onc(-c2c(Cl)cccc2Cl)c1C(=O)N[C@H]1C(=O)N2[C@H]1SC(C)(C)[C@H]2C(=O)O,-5%[21.7 µM]
CC1CCC2(OC1)OC1CC3C4CC[C@@H]5CC(O)CC[C@@]5(C)C4CC(=O)[C@]3(C)C1C2C (stereo partly drawn),0%
C[C@]12C[C@@](C)(C=C1/C=C/c1ccc(F)cc1)C(=O)C[C@H]2c1ccc(F)cc1,7%
COC(=O)[C@@H]1C[C@@H]2CC[C@@H](O)C[C@@H]2N1CC1CCCCC1,0%
CCCC(Cn1cncn1)c1ccc(Cl)cc1Cl (stereo not drawn),-9%
O=c1cnc2cnc(Oc3ccccc3)nc2n1Cc1ccc(F)cc1,5%
CCNc1ncc2nc(-c3cn(C)c4ccccc34)c(=O)n(-c3ccccc3)c2n1,-7%
COc1ccccc1-c1cncnc1N(C)Cc1ccco1,-3%
O=C1OC(C(O)CO)C(O)=C1O (stereo not drawn),-1%
COc1ccc(C(=O)N2CCC3(CC2)CN(c2cccc(-c4ccccc4)c2)C3)cc1,3%
CC(=O)Nc1ccc(OC(=O)c2ccccc2O)cc1,-4%
COc1ccccc1-c1oc2ccccc2c(=O)c1O,-5%
COc1cc(OC)cc(-c2nnc3n2N=C(c2ccccc2OC)CS3)c1,-21%
Cc1cccc(CNc2nc(-c3ccc(C(=O)N(C)C)cc3)nc3ccccc23)c1,-9%
CCCCN1CCC(n2c(=O)[nH]c3ccccc32)CC1,-2%
CC1CC[C@]2(NC1)OC1CC3C4CC=C5CC(O)CC[C@@]5(C)C4CC[C@]3(C)C1C2C (stereo partly drawn),8%
CC(C)CCCC(C)C1CCC2C3C(=O)C=C4CC(O)CC[C@@]4(C)C3CC[C@@]12C (stereo partly drawn),0%
CCOC(=O)N/N=C1/C[C@@H](O)[C@@H](O)[C@@H]2[C@@H]3C(=O)N(c4cccc(Oc5ccccc5)c4)C(=O)[C@H]3CC[C@H]12,0%[12.9 µM]
COC(=O)N[C@@H](/C=C/c1ccccc1)C[N+](=O)[O-],0%
CC(=O)OC1CC[C@@]2(C)C3CC[C@@]4(C)C(CC5O[C@@]6(CCC(C)CO6)C(C)C54)C3CC[C@@H]2C1 (stereo partly drawn),6%

# (further entries)
SMILES,FBPA Giardia inh
O=c1c(-c2ccc(F)cc2)nc2cnc(N3CCOCC3)nc2n1-c1ccccc1,-1%
CC(=O)Oc1c(-c2ccccc2)oc2c(CC=C(C)C)c3c(c(OC(C)=O)c2c1=O)C=CC(C)(C)O3,-3%
COc1ncc2nc(CCc3ccccc3)c(=O)n(-c3ccccc3)c2n1,0%
NNc1ccccc1,-16%&4%
CC(C)N1C(=O)c2ccccc2NS1(=O)=O,-14%
Cn1c(=O)c(-c2ccccc2)nc2cnc(OCc3ccccc3)nc21,3%
CCCCC/C=C\C/C=C\C/C=C\C/C=C\CCCCCC(=O)NC(C)C(=O)O (stereo not drawn),1%
CCNc1ncc2nc(CCc3ccccc3)c(=O)n(Cc3cccc(OC)c3)c2n1,9%
O=C(N/N=C\c1ccccc1O)c1ccccc1O,12%
COc1cc2c3cc1OCc1c(O)c(OC)cc4c1C(Cc1ccc(cc1)Oc1cc(ccc1O)CC3N(C)CC2)N(C)CC4 (stereo not drawn),1%
COc1ccc(/C=C/c2cc(OC)c(OC)cc2CC[N+](C)(C)C)cc1,1%
CNCCc1cnc[nH]1,-5%&-5%
O=c1oc2ccccc2c(O)c1C(c1ccccc1O)c1c(O)c2ccccc2oc1=O,9%
CCN(CCCCO)c1nc(C)nc2c1c(C)c(C)n2-c1c(C)cc(C)cc1C,-17%
COc1ccccc1-c1cc(NCc2cccc(C)c2)ncn1,4%
COc1cc(C2=N/C(=C\c3ccccc3)C(=O)O2)cc(OC)c1OC,5%
O=C(O)CN(CC(=O)O)Cc1cc2c(-c3ccccc3C(=O)O)c3cc(CN(CC(=O)O)CC(=O)O)c(=O)cc-3oc2cc1O,-13%
O=C(/C=C\c1ccc2c(c1)OCO2)c1ccc(F)cc1,-1%[12.9 µM]
O[C@H](c1cc(C(F)(F)F)nc2c(C(F)(F)F)cccc12)[C@H]1CCCCN1,0%[21.7 µM]
N[C@@H](Cc1ccccc1)C(=O)O,-13%
COc1ccccc1CN1CCCC2(CCN(C(=O)Oc3ccccc3)CC2)C1,3%
O=P(O)(O)CCCl,-1%
CCCCNc1nc(C)nc2c1nc(-c1ccccc1)n2CC1CCCN1CC (stereo not drawn),2%
O=c1c(CCc2ccccc2)nc2cncnc2n1Cc1ccccc1Cl,1%
Cc1o[nH]c(=O)c1C[C@H](N)C(=O)O,10%&-8%&-19%&-13%

# (continued)
SMILES,FBPA Giardia inh
O=C(Nc1cccc(F)c1)N1CC2(CCNCC2)C1,-8%
COCCn1c(=O)c(-c2cccs2)nc2cnc(N(C)C)nc21,4%
CCNc1ncc2nc(-c3cccs3)c(=O)n(Cc3ccc(F)cc3)c2n1,-17%
NCC1O[C@H](O[C@@H]2C(O)[C@H](O[C@H]3OC(CO)C(O)C(N)C3O)[C@@H](N)C[C@H]2N)[C@@H](N)CC1O (stereo partly drawn),9%
OC[C@H]1O[C@@H](n2cnc3c(NCc4ccccc4)ncnc32)[C@H](O)[C@@H]1O,-1%
O=C1[C@@H]2[C@H]3[C@H](O)[C@H](O)C/C(=N/OCc4ccccc4)[C@@H]3CC[C@H]2C(=O)N1c1ccc(F)cc1F,-1%[12.9 µM]
C#C[C@@]1(OC(C)=O)CC[C@@H]2[C@@H]3CCC4=C[C@@H](OC(C)=O)CC[C@H]4[C@H]3CC[C@]21C,-2%[21.7 µM]
Cc1cccc(CNc2cc(-c3cccc(C#N)c3)ncn2)c1,-8%
CCOC(=O)N1CCN(/[N+]([O-])=N/Oc2ccc([N+](=O)[O-])cc2[N+](=O)[O-])C(C)C1 (stereo not drawn),-9%
CC[C@@H]1Cn2c(c3nc(-c4ccccc4)nc-3n(C)c2=O)N1,-21%
c1ccc2c(c1)sc1ccccc12,-4%
CCC(=O)[C@@]1(C)[C@H](C)C[C@@H]2[C@@H]3CCC4=CC(=O)C=C[C@@]4(C)[C@H]3[C@H](O)C[C@]21C,-13%[21.7 µM]
COc1ccc2c(c1O)-c1c(OC)c(OC)cc3c1[C@@H](C2)N(C)CC3,-16%
COC(=O)N[C@@H](/C=C/c1ccccc1)[C@@H](C)[N+](=O)[O-],-6%
Cc1ccc(S(=O)(=O)N[C@H]2COC(=O)[C@H](C)COC(=O)[C@H](C)NC(=O)C/C=C\[C@H]2C)cc1,2%[12.9 µM]
O=C(Nc1ccccc1)N1CC[C@@]2(CCCN(C(=O)c3cccc(F)c3)C2)C1,0%
N#CCCn1c(=O)c(-c2ccc(F)cc2)nc2cnc(N3CCOCC3)nc21,6%

# Another view of part of the listing above:
N#CCCn1c(=O)c(-c2ccc(F)cc2)nc2cnc(N3CCOCC3)nc21
  FBPA Giardia inh: 6%

Cc1onc(-c2c(F)cccc2Cl)c1C(=O)N[C@H]1C(=O)N2[C@H]1SC(C)(C)[C@H]2C(=O)O
  FBPA Giardia inh: -4%[21.7 µM]

CCNc1ncc2nc(-c3cc(F)cc(F)c3)c(=O)n(C)c2n1
  FBPA Giardia inh: 1%

COc1cc(OC)cc(-c2nnc3n2N=C(c2ccccc2OC)CS3)c1
  FBPA Giardia inh: -21%

# This is a subset. The share of hits here may be higher or lower than overall.
